VEEV TC-83 Vero = inhibitors of VEEV TC-83 cytopathic effect, confirmation, Vero cells (AID 588727); Vero cells, VEEV TC-83 cytopathic effect inhibition; higher % means a stronger effect; one-dose inhibition, % at 20 µM; IC50 in µM for titrated hits; 0.13% of 350,000 active; in the data active = a potency from the dose series; inconclusive = inhibition mostly from about 14% at the one dose, without a potency; inactive = the rest, 99 in 100 with inhibition below about 12%; note: strong numbers were not always called active
M. tuberculosis = growth inhibition of non-replicating M. tuberculosis (AID 488890); Mycobacterium tuberculosis non-replicating, growth inhibition; higher % means a stronger effect; inhibition, % at 25 µM; hits with a dose series show IC50 in µM; 0.39% of 320,000 active; in the data active = a potency from the dose series; inconclusive = inhibition mostly from about 82% at the one dose, without a potency; inactive = the rest, 99 in 100 with inhibition below about 76%;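 note: plate controls were DMSO cells for no effect and high antibiotic wells for full effect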
PhoP GFP inhibition = PhoP regulon inhibitors, Salmonella typhi PhoP promoter GFP reporter, confirmatory (AID 1850); Salmonella Typhi PhoP-promoter GFP reporter, fluorescence, 4 h; higher % means a stronger effect; inhibition, % at 50 µM, or IC50 in µM where a hit was titrated; 0.33% of 310,000 active; in the data active = a potency from the dose series; inconclusive = inhibition mostly from about 25% at the one dose, without a potency; inactive = the rest, 99 in 100 with inhibition below about 19%;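 note: 0% = induced wells with vehicle and 100% = uninduced wells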
H37Rv inhibition = M. tuberculosis growth inhibition, HTS (AID 449762) | 0.59% of 330,000 active | M. tuberculosis H37Rv growth inhibition, 7H9 media; higher % means a stronger effect | one-dose inhibition, % at 25 µM; IC50 in µM for titrated hits; in the data active = a potency from the dose series; inconclusive = inhibition above about 70% without an active follow-up result;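 note: bacterial growth assessed after seven days of incubation; strong numbers were not always called active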
influenza NS1A = H1N1 influenza NS1A inhibitors, functional cell based assay (AID 504329). NS1A functional cell-based assay, percent inhibition; higher % means a stronger effect. one-dose inhibition, % at 12.5 µM; IC50 in µM for titrated hits. 0.3% of 340,000 active; in the data active = a potency from the dose series; inconclusive = inhibition above about 27% without an active follow-up result; note: strong numbers were not always called active
VEEV TC-83 Vero 10K pilot screen = second read-out of VEEV TC-83 Vero, no call of its own (marks repeat the call); inhibition, %; measured here: 10K pilot screen inhibition
The depositor's hits bear a star; i = inactive; ? = inconclusive; · = not tested or not shown.

SMILES	VEEV TC-83 Vero	M. tuberculosis	PhoP GFP inhibition	H37Rv inhibition	influenza NS1A	others
CCOc1ccc2nc(C)cc(Nc3cccc([N+](=O)[O-])c3)c2c1	8.3%	68.3%	10.4%	24.8%	-13.6%
CCC1CN(C(=O)NCc2cccc(OC)c2)c2cc(Cl)ccc2O1 (centres undefined)	2.0%	7.8%	6.8%	9.4%	-22.3%
CCC(=O)Nc1ccc(NC(=O)CCc2ccccc2)cn1	0.7%	19.3%	-4.0%	44.4%	-7.1%
COc1ccc([C@@H]2CC=C(C(=O)O)[C@H](c3ccc(F)cc3)N2S(=O)(=O)c2ccc(C)cc2)cc1OC	0.2%	2.7%	-7.0%	0.2%	8.8%
Cc1ccc(C)c(-c2csc(Nc3ncccn3)n2)c1	2.0%	-15.6%	-3.2%	-1.6%	-1.7%
O=C(O)Cn1nnnc1SCC(=O)Nc1ccccc1F	i	7.3%	-2.5%	8.2%	1.2%
CN1CCN(Cc2ccc(Sc3ccc(Cl)cc3)c([N+](=O)[O-])c2)CC1	i	78.6%	-8.0%	4.0%	15.2%
CCc1c(O)nc(SCC(=O)Nc2ccccc2)n(-c2ccccc2)c1=O	0.2%	29.0%	-6.7%	-3.9%	-16.7%
Cc1onc(-c2ccccc2)c1C(=O)OCC(=O)Nc1ccccc1	7.2%	·	·	·	-7.0%
CC(C)N(C(=O)CN1CCN(C(=O)C2COc3ccccc3O2)CC1)C(C)C (centres undefined)	3.0%	1.6%	·	5.1%	-7.9%
CCOc1[nH]n(-c2ccc(Cl)cc2)c(=O)c1C=Nc1ccc(Cl)cc1	2.7%	10.0%	-5.3%	-1.5%	14.3%
COCCN(C(=O)Cc1ccc(OC)c(OC)c1)c1nc(-c2cc(OC)ccc2OC)cs1	6.0%	-8.2%	6.0%	4.0%	-2.5%
COc1ccc(-n2cc(CNCCN3CCOC3=O)c(-c3ccccc3Cl)n2)cc1	1.7%	19.4%	-0.8%	-9.8%	-0.3%
C/C(CC(=O)Nc1ccc(F)cc1)=N\NC(=O)COc1ccccc1	0.2%	59.1%	0.5%	3.1%	5.5%
CCOc1ncccc1C(=O)OCC(=O)N1CCc2ccccc21	1.4%	87.0%	-7.2%	6.15µM*	1.4%
Nc1cccnc1S(=O)(=O)c1ccccc1	i	-0.5%	6.1%	3.5%	-25.9%
COc1ccc(Br)cc1C(=O)Nc1ccc(C(=O)O)cc1	4.5%	-4.1%	0.9%	-1.8%	-11.9%
O=C(CSc1nnc(SCc2cccc3ccccc23)s1)Nc1ccc(C(=O)O)cc1	1.2%	48.1%	8.7%	1.6%	3.7%
CCn1cc(S(=O)(=O)NC(C)c2cc(OC)ccc2OC)cn1 (centres undefined)	0.0%	10.6%	-7.3%	-7.3%	-6.2%
Cc1c(C(=N)C(C#N)C#N)c(=N)oc2c1ccc1ccccc12	0.5%	-18.3%	-10.4%	3.8%	6.1%
CCN(CCn1cccn1)Cc1c(C(=O)N2CCCCCCC2)nc2ccc(Cl)cn12	i	8.5%	-4.9%	-0.1%	-1.4%
CCOC(=O)C1(CCCc2ccccc2)CCN(Cc2cnc(C)s2)CC1	i	33.5%	-0.5%	?	5.5%
COc1cccc(C2C(C#N)=C(N)Oc3cc(C)n(Cc4ccccn4)c(=O)c32)c1OC (centres undefined)	0.5%	-3.8%	-1.8%	-2.0%	-7.0%
O=C(c1ccc(Cl)cc1)N1CCC(C(=O)N2CCN(c3ncccn3)CC2)CC1	i	1.0%	·	-10.8%	-16.0%
CCC(C)N(C)C1CCN(C(=S)Nc2cccc(SC)c2)CC1 (centres undefined)	0.1%	-3.2%	-1.4%	1.2%	0.7%
CC(=O)C(/C=N/c1cc(-c2ccc(C)cc2)nn1-c1ccccc1)=C(\C)O	0.8%	12.3%	-8.5%	8.0%	-2.3%
N#CC(=C=[N-])c1nc2ccccc2nc1-[n+]1cccc(NC(=O)c2cccs2)c1	0.1%	3.5%	10.8%	-4.6%	0.2%
CC(C)CCN1C(=O)c2ccc(C(=O)Nc3c[nH]c(=O)[nH]c3=O)cc2C1=O	0.5%	-5.8%	7.0%	0.6%	-7.1%
COc1ccc(-n2c(=O)[nH]cc(C(=O)Nc3ccc4c(c3)OCO4)c2=O)cc1OC	9.4%	5.4%	4.7%	-3.3%	-8.3%
CN(C)c1cccc(C(=O)Nc2cccc(F)c2)c1	0.4%	73.2%	-8.9%	2.5%	8.6%
O=C(CSc1nc2ccccc2[nH]1)NCCCn1ccnc1	2.6%	-1.6%	-2.8%	-2.9%	-12.2%
OC(CNCc1ccccc1)c1ccc(Cl)cc1 (centres undefined)	i	·	·	·	-15.3%
CCOc1ccc(CCN2C(=O)C(=O)N([C@@H](CC(C)C)CN3CCC[C@@H]3CN3C(=O)C(=O)NC[C@@H]3Cc3ccccc3)C[C@@H]2CC(C)C)cc1	1.6%	·	·	·	-3.8%
c1ccc(Cc2nnc3n2CCCCC3)cc1	0.3%	0.8%	7.5%	-3.9%	12.4%
CC12CCCCC1=[N+]([O-])CN2O (centres undefined)	1.9%	1.1%	-2.1%	-7.6%	8.4%
CC(C)n1c(N2CCN(C(=O)N3CCCCC3)CC2)nc2ccccc21	i	-8.2%	-11.8%	-2.0%	-18.1%
Brc1csc2ncccc12	0.4%	-1.1%	9.3%	-0.6%	3.4%
Cc1ccccc1C(=O)N1CCN(c2ccc([N+](=O)[O-])c(NCc3ccco3)c2)CC1	i	8.7%	2.3%	-10.1%	18.2%
Cc1nccn1CC(O)COC1CCCCC1 (centres undefined)	0.3%	4.1%	1.4%	0.1%	3.7%
CC(=O)c1cc2c(cc1NS(=O)(=O)c1ccc3c(c1)OCCO3)OCO2	0.2%	11.6%	-0.4%	3.0%	-1.7%
CC(C)CCN1CCN(Cc2ccc(C#CC(C)(C)O)s2)CC1CCO (centres undefined)	i	18.1%	-14.0%	6.7%	2.6%
O=C(NCC1CCCO1)C1CCN(S(=O)(=O)c2cc(Cl)ccc2Cl)CC1 (centres undefined)	i	-8.8%	-31.0%	9.6%	1.7%
Cc1ccc(C(=O)c2coc3ccc(O)c(Cl)c23)cc1	4.6%	18.6%	-8.3%	3.6%	-2.0%
COC(=O)c1ccc(NC(=O)c2ccc3c(c2)C(=O)N(Cc2cccnc2)C3=O)cc1	4.3%	9.4%	-4.7%	3.0%	2.9%
Cc1c(C=O)n(C)n(-c2ccccc2)c1=O	0.6%	8.2%	-8.0%	0.8%	5.9%

As a working copy, part of the list above.
SMILES	VEEV TC-83 Vero	M. tuberculosis	PhoP GFP inhibition	H37Rv inhibition	influenza NS1A	others
OC(CNCc1ccccc1)c1ccc(Cl)cc1 (centres undefined)	i	·	·	·	-15.3%
CCOc1ccc(CCN2C(=O)C(=O)N([C@@H](CC(C)C)CN3CCC[C@@H]3CN3C(=O)C(=O)NC[C@@H]3Cc3ccccc3)C[C@@H]2CC(C)C)cc1	1.6%	·	·	·	-3.8%
c1ccc(Cc2nnc3n2CCCCC3)cc1	0.3%	0.8%	7.5%	-3.9%	12.4%
CC12CCCCC1=[N+]([O-])CN2O (centres undefined)	1.9%	1.1%	-2.1%	-7.6%	8.4%
CC(C)n1c(N2CCN(C(=O)N3CCCCC3)CC2)nc2ccccc21	i	-8.2%	-11.8%	-2.0%	-18.1%
Brc1csc2ncccc12	0.4%	-1.1%	9.3%	-0.6%	3.4%
Cc1ccccc1C(=O)N1CCN(c2ccc([N+](=O)[O-])c(NCc3ccco3)c2)CC1	i	8.7%	2.3%	-10.1%	18.2%
Cc1nccn1CC(O)COC1CCCCC1 (centres undefined)	0.3%	4.1%	1.4%	0.1%	3.7%
CC(=O)c1cc2c(cc1NS(=O)(=O)c1ccc3c(c1)OCCO3)OCO2	0.2%	11.6%	-0.4%	3.0%	-1.7%
CC(C)CCN1CCN(Cc2ccc(C#CC(C)(C)O)s2)CC1CCO (centres undefined)	i	18.1%	-14.0%	6.7%	2.6%
O=C(NCC1CCCO1)C1CCN(S(=O)(=O)c2cc(Cl)ccc2Cl)CC1 (centres undefined)	i	-8.8%	-31.0%	9.6%	1.7%
Cc1ccc(C(=O)c2coc3ccc(O)c(Cl)c23)cc1	4.6%	18.6%	-8.3%	3.6%	-2.0%
COC(=O)c1ccc(NC(=O)c2ccc3c(c2)C(=O)N(Cc2cccnc2)C3=O)cc1	4.3%	9.4%	-4.7%	3.0%	2.9%
Cc1c(C=O)n(C)n(-c2ccccc2)c1=O	0.6%	8.2%	-8.0%	0.8%	5.9%

Next part
SMILES	VEEV TC-83 Vero	M. tuberculosis	PhoP GFP inhibition	H37Rv inhibition	influenza NS1A	others
COc1cc(C(=O)NCCC(=O)NC2CCC(C)CC2)cc(OC)c1OC (centres undefined)	1.2%	-16.8%	-10.6%	-0.4%	4.7%
CCCC(C)C(=O)Nc1ccc(NC(C)=O)cc1 (centres undefined)	0.6%	-5.0%	-0.7%	0.2%	-2.3%
CCCCCCCCCC(=O)OCC(O)CO (centres undefined)	0.3%	?	1.2%	?	2.4%
O=C(N/N=C/c1ccc[nH]1)c1c[nH]c2ccccc12	0.9%	·	·	·	2.6%
Cc1ccc(C)n1-c1ncc(Br)cn1	0.7%	1.6%	8.2%	-2.3%	6.6%
COc1cccc(NC(=O)CCc2c(C)nn(-c3ccc(N4CCOCC4)nn3)c2C)c1	4.6%	6.8%	-1.4%	-1.8%	5.7%
O=C(O)C1Nc2c(cccc2C(F)(F)F)C2C=CCC12 (centres undefined)	·	26.3%	-4.5%	2.1%	·
Clc1ccccc1C1CC(c2ccccc2)=Nc2ccccc2N1 (centres undefined)	4.7%	67.1%	1.2%	-2.1%	-18.7%
CCOC(=O)COc1ccccc1/C=N\NC(=O)c1cc2c(ccc3ccccc32)o1	8.2%	37.5%	-8.4%	1.8%	3.5%
COc1cccc2cc(C(=O)N(Cc3ccccc3)CC3CCCO3)c(=O)oc12 (centres undefined)	0.8%	-4.5%	-3.5%	-1.9%	-0.4%	VEEV TC-83 Vero 10K pilot screen=0.8
O=c1[nH]nc(SCc2nnc(-c3cccc(Cl)c3)o2)n1C1CCCCC1	1.2%	23.7%	-2.3%	0.8%	0.0%
Oc1ccccc1/C=N/Nc1nccnc1Cl	9.1%	41.3%	-1.8%	-3.0%	15.9µM*
CC(C)NCC1CCc2cc(CO)c([N+](=O)[O-])cc2N1 (centres undefined)	0.5%	5.0%	-21.6%	2.5%	-0.2%
COc1cc(Cl)c(C)cc1NC(=O)CCCN1C(=O)CCC1=O	1.2%	-7.4%	-6.9%	-7.2%	-15.1%
COc1ccc(C(=O)C[n+]2ccccc2C)cc1	0.1%	-3.2%	-0.5%	-6.6%	7.1%
COc1ccc(C2NCCn3cccc32)cc1 (centres undefined)	1.1%	-1.9%	5.2%	-2.5%	6.5%
[O-]C1=N[N+](=C(c2ccccc2)c2ccccc2)C1	i	·	·	·	-13.8%
COc1ccc(C(=O)C2CCCN(Cc3cccn3-c3nccs3)C2)cc1F (centres undefined)	0.9%	24.4%	2.6%	-8.5%	10.1%
O=C(CC1C(=O)NCCN1Cc1c(F)cccc1Cl)NCCCn1ccnc1 (centres undefined)	i	6.9%	-8.4%	9.2%	-0.2%
C/C(=C\C(=O)c1ccccc1)Nc1ccc2c(c1)OCO2	1.3%	27.6%	2.6%	55.3%	2.2%
CC1CCN(C(=O)CN2C(=O)C(=O)N(C)C2=O)c2ccccc2S1 (centres undefined)	1.1%	27.5%	·	35.6%	-11.2%
COc1ccc(CNC(=O)CSc2ncnc3ccccc23)cc1OC	1.6%	5.4%	-18.7%	3.2%	-9.6%
COC(=O)C1=C(c2ccc(F)cc2OCc2ccccc2)C[C@@H]2CC[C@H]1N2C(=O)NC(C)C	7.1%	4.2%	·	6.4%	-21.7%
COc1ccc(-c2cn(Cc3ccc(C(=O)c4ccccc4)cc3)nn2)cc1	·	9.1%	-2.5%	3.9%	·
Cn1c(N)c(C#N)c(C#N)c1-c1ccccc1	2.3%	-12.8%	-18.1%	-6.6%	-2.1%
COc1cc(C(=O)N=c2sc3c(C)ccc(OC)c3n2C)cc(OC)c1OC	1.1%	-2.4%	-2.3%	6.3%	12.0%
Cc1cccc(N2CCN(C(=O)CN3C(=O)NC4(CCCCCC4)C3=O)CC2)c1C	3.6%	·	·	·	-17.3%
CN(C[C@@H](CC1CCCCC1)N(C[C@H](Cc1ccccc1)N(CCc1ccccc1)N=O)N=O)N=O	i	25.4%	-2.5%	-1.2%	-0.2%	VEEV TC-83 Vero 10K pilot screen=0.0

Screens from PubChem BioAssay.
